Screening data (PubChem BioAssay)
DUSP3 inh: DUSP3 (human) phosphatase inhibition. actives 0.52% (n = 290,000). inhibition, % at 13.3 µM. P51452. recombinant VHR phosphatase, pNPP absorbance; in the data active = inhibition above about 50%; note: some compounds called inactive have numbers as strong as hits
Rv3671c inh: inhibitors of M. tuberculosis serine protease Rv3671c; inhibition, % at 5.96 µM; actives 0.048% (n = 320,000); P9WHR9; in the data active = inhibition above about 38%;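 note: extracellular domain of Rv3671c used as enzyme; 0% = enzyme with DMSO and 100% = no enzyme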
Target sequence (P9WHR9 whole entry, looked up, the tested form may be a part): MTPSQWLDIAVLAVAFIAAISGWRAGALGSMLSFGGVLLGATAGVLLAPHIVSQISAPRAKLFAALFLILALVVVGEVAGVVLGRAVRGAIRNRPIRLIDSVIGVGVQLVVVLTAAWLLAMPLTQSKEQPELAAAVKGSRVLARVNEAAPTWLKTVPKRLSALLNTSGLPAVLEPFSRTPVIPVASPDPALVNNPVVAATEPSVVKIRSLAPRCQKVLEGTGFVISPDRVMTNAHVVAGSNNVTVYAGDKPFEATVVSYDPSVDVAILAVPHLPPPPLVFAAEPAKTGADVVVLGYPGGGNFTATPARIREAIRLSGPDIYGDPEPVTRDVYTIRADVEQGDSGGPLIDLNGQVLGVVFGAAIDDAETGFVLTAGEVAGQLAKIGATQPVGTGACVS
MazEF act: increases E. coli MazEF RNase cleavage of RNA. actives 0.32% (n = 350,000). P0AE70. FAM/BHQ RNA-DNA oligo cleavage fluorescence, 5 h. activation, % at 20 µM. AID 504720; in the data active = activation above about 50%
Target sequence (P0AE70 whole entry, looked up): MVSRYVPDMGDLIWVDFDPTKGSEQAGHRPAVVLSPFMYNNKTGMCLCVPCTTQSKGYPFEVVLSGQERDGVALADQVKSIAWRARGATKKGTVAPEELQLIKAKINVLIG
Mtb FBA inh: inhibits M. tuberculosis FBA enzyme; P9WQA3; purified M. tuberculosis FBA, fluorescence read-out; inhibition, % at 1 µM; actives 2.3% (n = 360,000); AID 588726; in the data active = inhibition above about 27%;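 note: 0% = vehicle and 100% = reference inhibitor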
Target sequence (P9WQA3 whole entry, looked up): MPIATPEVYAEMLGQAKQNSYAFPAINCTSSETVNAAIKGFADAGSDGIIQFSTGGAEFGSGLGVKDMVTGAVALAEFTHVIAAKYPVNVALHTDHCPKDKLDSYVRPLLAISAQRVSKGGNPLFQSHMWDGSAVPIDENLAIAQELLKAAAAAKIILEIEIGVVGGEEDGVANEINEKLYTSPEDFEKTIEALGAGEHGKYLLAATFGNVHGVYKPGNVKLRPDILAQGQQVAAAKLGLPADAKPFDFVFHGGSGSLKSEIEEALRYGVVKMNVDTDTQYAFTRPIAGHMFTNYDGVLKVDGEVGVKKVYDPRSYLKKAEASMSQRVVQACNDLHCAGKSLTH
Mtb BioA inh: inhibitors of Mycobacterium tuberculosis BioA enzyme. purified M. tuberculosis BioA enzyme, plate reader. inhibition, % at 9.99 µM. actives 0.096% (n = 360,000). AID 602481; in the data active = inhibition above about 40%; inconclusive = no clear call, values can overlap the other calls
FadD28 binding: blocks FadD28 binding to the bisubstrate probe | fluorescence polarization | inhibition, % at 12.5 µM | actives 0.22% (n = 360,000) | AID 588549; in the data active = inhibition above about 8.5%, passing the limit was not always enough; inconclusive = no clear call, values can overlap the other calls
BoNT-F LC inh: blocks Botulinum neurotoxin F light chain protease | actives 0.22% (n = 360,000) | Multiplex microsphere protease cleavage assay, flow cytometry | inhibition, % at 10 µM | AID 588497; in the data active = inhibition above about 35%, passing the limit was not always enough; inconclusive = no clear call, values can overlap the other calls; note: plate controls were buffer without enzyme for full effect and enzyme alone for no effect
UGM FP inh: Mtb UDP-galactopyranose mutase inhibition; P9WIQ1; inhibition, % at 10 µM; actives 0.06% (n = 320,000); purified UGM, fluorescence polarization probe displacement; in the data active = inhibition above about 10%, passing the limit was not always enough; inconclusive = no clear call, values can overlap the other calls
GDH-TPI inh: counter-screen for M. tuberculosis FBA inhibitors: GDH-TPI coupled enzymes. GDH-TPI coupled enzyme counterscreen, NADH absorbance. inhibition, % at 4.8 µM. actives 1.2% (n = 360,000). AID 588335;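 note: 0% = DMSO wells and 100% = wells lacking the enzyme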
CCHFV vOTU inh: blocks the CCHF virus ovarian tumor domain protease | CCHFV vOTU protease, Pep-AMC fluorescence | inhibition, % at 11.5 µM | actives 0.55% (n = 370,000) | AID 651958; note: 0% = vehicle wells with enzyme and 100% = no enzyme wells
* = called active by the depositor; u = inconclusive; x = no result given. Cut-off read from the data, not from the text of the source, unless noted: active = inhibition above about 30%; inactive = the rest.

SMILES	DUSP3 inh	Rv3671c inh	MazEF act	Mtb FBA inh	Mtb BioA inh	FadD28 binding	BoNT-F LC inh	UGM FP inh	GDH-TPI inh	CCHFV vOTU inh
Cn1c(CNC(=O)c2ccccc2)nnc1SCC(=O)N1CCN(c2ccccc2)CC1	3	-1	6	-3	-1.0	0.1	-15	-1.3	4	11
Cc1ccc(-c2nnn(C(C)C(=O)N3c4ccccc4CCc4ccccc43)n2)cc1 (stereo not drawn)	8	-9	-4	0	-0.9	-1.1	-10	-2.2	-1	10
CC(C)(C)OC(=O)N1CCNc2ccccc2C1	-1	5	3	1	0.1	-1.6	-6	x	-4	25
O=C(CCSc1ccccc1)Nc1nc2c(s1)COc1ccccc1-2	11	-23	7	7	-1.2	-1.8	-10	1.4	6	2
O=C(COC(=O)c1cc(Cl)ccc1O)NCCNC(=O)COC(=O)c1cc(Cl)ccc1O	12	4	-8	6	-2.5	-1.5	15	-1.0	-3	-4
COc1ccc(C(=O)NCCNc2ncc(C(F)(F)F)cc2Cl)cc1[N+](=O)[O-]	18	-5	7	-5	2.9	-11	-7	1.1	1	6
COC(=O)c1cc(OC)c(OC)cc1NCC(=O)Nc1cccc(C(F)(F)F)c1	-13	4	-2	5	x	-5.5	-8	4.4	9	-11
CC1CCCCN1CCNC(=O)c1ccc2c(c1)N(Cc1cccc(Cl)c1)C(=O)c1ccccc1S2=O (stereo not drawn)	7	-7	22	1	0.4	-19	5	2.3	3	-9
CC(C)(C)c1cc(NC(=O)COC(=O)C2CC2)n(-c2ccccc2)n1	11	5	7	-1	-2.2	-4.2	-16	1.5	-4	2
N#CC1(CCCN2CCCCC2)c2ccccc2CCc2ccccc21	x	6	9	0	4.6	-1.7	-4	-0.6	-9	-14
Cc1ccc(S(=O)(=O)n2cnc3ccccc32)cc1	18	4	6	0	1.4	-0.2	2	-0.3	10	2
COCCNC(=O)c1cccc(OC2CCN(Cc3ccccc3OCCO)CC2)c1	-2	0	-6	-1	-0.6	-0.5	u	-0.3	16	x
c1ccc(-n2c(-c3cccs3)nc3nc4ccccc4nc32)cc1	6	-8	11	96*	x	-3.1	5	0.3	1	-38
COc1ccccc1C(=O)Nc1c(C(=O)N(CCN(C)C)Cc2ccco2)oc2ccccc12	4	-2	5	1	3.6	-4.0	-3	-1.3	4	5
N#Cc1c(NC(=O)/C=C/c2ccco2)sc2c1CCCC2	14	-5	-4	-1	x	1.2	-8	0.3	15	10
COc1cccc(CN(C)Cc2nc3cc(C(F)(F)F)ccc3c(=O)[nH]2)c1	25	7	-9	7	0.0	-2.5	4	-2.0	17	14
Cc1ccc([C@H]2N[C@]3(CCCN(Cc4ccc(Br)cc4)C3=O)[C@H]3C(=O)N(C)C(=O)[C@@H]23)cc1	x	x	-1	4	0.4	-2.2	0	x	8	18
Nc1ccccc1C(=O)NC(=O)Nc1ccc(Oc2ncc(Br)cn2)c(Cl)c1	x	x	-5	5	x	-3.8	-1	x	-3	-9
CN(CC(=O)NCCc1ccc(S(N)(=O)=O)cc1)c1ccccc1	2	-2	-2	3	x	-2.5	-3	-1.3	1	-4
Cc1ccc(C)c(NC(=S)N(Cc2ccco2)C(C)c2cccs2)c1 (stereo not drawn)	3	-1	12	-4	-3.3	-2.9	-4	-1.5	5	-14
COc1ccccc1CNC(=O)CCNS(=O)(=O)c1cccc2nonc12	8	2	10	-2	0.3	-2.3	-2	0.7	6	13
COc1ccccc1CNS(=O)(=O)c1c(C(=O)N2CCCCC2)c(C)n(C)c1C	-7	-6	10	1	2.7	0.1	5	-2.3	0	9
O=C(COC(=O)/C=C/c1ccc(F)cc1)NC1CCCC1	x	x	-7	3	0.0	-1.6	-12	x	-4	3
C[C@@H]1CN(S(=O)C(C)(C)C)[C@H](CCO)/C1=C\c1ccccc1 (stereo partly drawn)	x	x	0	3	0.4	-4.0	-7	x	17	-6
Oc1ccc(N2CCN(C(=S)NCCc3ccccc3)CC2)cc1	17	-3	-7	1	x	1.8	-10	2.2	10	-8
CCOC(=O)c1sc(=S)n(-c2ccc(OC)cc2)c1C	-4	4	3	-1	-0.2	-1.9	u	-3.2	16	-30
O=C(NCCCNc1ccc(C(F)(F)F)cc1[N+](=O)[O-])c1cc(F)c(F)cc1Cl	7	0	1	-4	1.4	-6.3	3	-1.6	-3	27
COc1ccc(CCNC(=O)CS(=O)Cc2nc(-c3ccccc3Cl)oc2C)cc1OC (stereo not drawn)	6	6	1	-2	2.7	0.1	2	1.1	8	17
Cc1nc(SCC(O)CCl)c([N+](=O)[O-])[nH]1 (stereo not drawn)	16	5	7	-2	8.4	-0.4	-4	6.7	7	11
CN(C(=O)C1CCC(=O)N(CCc2ccc(Cl)cc2)C1)C1CCOCC1 (stereo not drawn)	-3	-2	6	-1	-1.6	0.1	-3	-2.3	7	-4
O=C(NCCCCCCNC(=O)N1CCCCCC1)N1CCCCCC1	16	-6	16	4	-2.3	1.2	-2	0.5	2	-6
COc1ccc(-n2nc3c(c2NC(=O)c2cc(Br)ccc2Cl)CS(=O)C3)cc1 (stereo not drawn)	23	-3	4	3	1.3	-1.1	-1	-0.2	4	8
S=C(N/N=C/c1ccc2ncccc2c1)Nc1cccnc1	1	-8	9	-4	x	-4.1	2	-0.9	23	15
CCCSc1ccc([C@@H]2[C@@H]3C(=O)N(C)C(=O)[C@@H]3[C@]3(C(=O)OC)CCCCN23)cc1OC	x	-2	-1	-3	1.4	-2.6	-5	-2.1	-2	7
CCc1cc2c(=O)n(CC(=O)NCCc3ccc(OC)c(OC)c3)cnc2s1	15	-6	-6	-1	x	-1.5	-3	0.4	-2	-1
Cc1cc(C)cc(NC(=O)c2sc3nc(C)cc(C)c3c2N)c1	9	0	4	7	0.5	0.9	u	0.1	12	-1
CCN(Cc1ccc(C#CCCO)cc1)CC1CCCN(CCc2cccc(F)c2)C1 (stereo not drawn)	8	-2	6	3	-0.7	-2.2	-20	4.6	9	3
COCCN1C(=O)c2ccccc2C(C(=O)NCc2ccco2)C1c1c[nH]c2ccccc12 (stereo not drawn)	27	3	0	1	1.0	-4.2	10	4.0	-4	4
COc1cccc(NC(=O)Nc2nccc(C)n2)c1	9	0	0	-1	x	-1.3	3	-4.1	0	-4
O=CN/N=C/c1c(O)ccc2ccccc12	18	24	-22	3	x	-0.9	-3	2.6	22	-3

An excerpt from above, limited to CCHFV vOTU inh, GDH-TPI inh and Mtb FBA inh.
canonical_smiles,CCHFV vOTU inh,GDH-TPI inh,Mtb FBA inh
CCN(Cc1ccc(C#CCCO)cc1)CC1CCCN(CCc2cccc(F)c2)C1 (stereo not drawn),3,9,3
CCCSc1ccc([C@@H]2[C@@H]3C(=O)N(C)C(=O)[C@@H]3[C@]3(C(=O)OC)CCCCN23)cc1OC,7,-2,-3
O=C(NCCCCCCNC(=O)N1CCCCCC1)N1CCCCCC1,-6,2,4

The results go on:
SMILES	DUSP3 inh	Rv3671c inh	MazEF act	Mtb FBA inh	Mtb BioA inh	FadD28 binding	BoNT-F LC inh	UGM FP inh	GDH-TPI inh	CCHFV vOTU inh
COc1ccc(NC(=O)CSc2nc(=O)n(CCN3CCOCC3)c3c2CCC3)cc1	x	6	1	-1	1.2	-4.6	x	0.3	0	-4
COc1ccc(NC(=O)Cn2c(=O)cnc3ccccc32)cc1S(=O)(=O)N1CCCCC1	x	10	-2	0	x	-4.9	-12	-1.9	-1	-3
CCn1c(-c2nn(-c3ccc(C)cc3)ccc2=O)n[nH]c1=S	-14	-7	-1	0	x	-1.5	-4	1.4	6	-7
CCn1c(O)c(C=NCCN2CCOCC2)sc1=S	28	-18	2	-1	-1.5	-3.2	-9	-0.2	7	1
COc1cccc(C(=O)OCn2nnc3ccccc3c2=O)c1OC	22	14	0	-3	-0.3	-0.7	4	-1.0	2	3
Cc1cccc(C(CC(=O)NCCc2ccccc2)c2ccccc2)c1O (stereo not drawn)	12	-14	4	1	-0.3	-3.4	-1	-1.3	-3	-1
COc1ccc(/C=N/NS(C)(=O)=O)c(OC)c1	2	-8	-5	-1	-0.8	-2.0	4	2.0	9	-3
Cc1ccc(C)c(NC(=O)CN(C)C(=O)CSCc2c(C)noc2C)c1	x	-3	5	0	x	0.4	x	1.7	5	-11
COc1ccccc1N1CCN(C(=O)c2cccc(N3C(=O)C4C5C=CC(C5)C4C3=O)c2)CC1 (stereo not drawn)	-9	-4	9	-2	-0.3	-3.9	3	-0.3	-14	-6
O=C(N/N=C/c1cccnc1)c1ccc([N+](=O)[O-])cc1	10	5	4	-3	x	1.7	0	1.1	24	18
O=C(CCC(=O)c1ccccc1)Nc1ccc(C(=O)O)cc1	-4	x	-33	1	1.5	-3.0	-21	1.1	-3	-7
Cc1ccccc1N(CC(=O)NCc1ccco1)C(=O)CCC(=O)Nc1nccs1	20	-8	6	3	x	-3.6	0	0.0	1	8
CCNc1ccc([N+](=O)[O-])cc1	24	8	5	-11	x	-2.0	u	-0.7	16	-1
COc1ccc(NC(=O)COC(=O)COc2ccc(Br)cc2)cc1	1	2	11	-1	x	-1.5	1	0.8	-2	5
Fc1cccc(CSc2ccc(-c3ccco3)nn2)c1	23	-13	3	1	2.6	-3.5	-3	1.3	-2	3
COc1ccc(NC(=O)NC2CCN(C(C)C)CC2)c(OC)c1	4	1	-6	2	x	-0.2	0	-3.2	5	-1
CCOC(=O)c1[nH]c(=O)[nH]c1CNc1ccccc1C#N	27	1	8	1	1.3	-2.7	u	-0.4	9	8
O=C(Nc1ccc(OC(F)F)c(Cl)c1)[C@@H]1CCCN1C(=O)c1cccs1	17	0	-1	-2	x	-0.7	-8	0.6	3	3
C=Cc1ccc(Cn2c(C)c(C(=O)NCc3cccc([N+](=O)[O-])c3)sc2=O)cc1	x	x	x	1	-0.6	-7.6	-8	x	1	-2
COc1ccc([C@H]2CC(=O)C=C(/C=C/c3ccc(C(F)(F)F)cc3)C2)cc1	x	-1	-1	-1	0.0	0.1	-4	0.4	8	1
COc1ccc(N(C)S(=O)(=O)c2c(C)noc2C)c(OC)c1	-1	2	-9	1	x	-1.4	1	0.6	1	-3
Cc1ccccc1NC(=O)CN1C(=O)NC2(CCCCCCC2)C1=O	x	x	3	2	-1.7	-0.5	0	x	3	-1
CC1CCCC(C)N1CCCNC(=O)c1ccc2nc(N3CCCCC3)sc2c1 (stereo not drawn)	33	6	9	1	1.6	-3.3	-11	-0.3	2	-1
OCCNc1nc(N2CCN(c3ccccc3)CC2)nc2ccccc12	25	-2	13	107*	0.3	-0.3	-3	0.3	13	-6
COC(=O)[C@H](Cc1ccccc1)NC(=O)NCCc1ccccc1F	9	1	0	0	-0.6	-1.4	7	0.0	6	-11
Cc1cc(NC(=O)CCC(=O)N(CCC(C)C)C(C(=O)NCC2CCCO2)c2ccccc2C)no1 (stereo not drawn)	10	2	3	-1	1.1	-2.1	-1	-0.9	-1	5
O=C(COC(=O)c1cc(S(=O)(=O)N2CCOCC2)ccc1Cl)c1ccc[nH]1	x	x	-21	-3	-1.1	-3.7	0	x	1	-9
COc1ccc(N)c(C)c1	x	x	10	2	-0.6	-0.7	-8	x	6	-1
Cc1cccc(CN2C(=O)N/C(=C/c3ccc(C)s3)C2=O)c1	33	-3	190*	-1	x	-0.5	-1	-0.8	25	6
O=C(c1ccco1)N1N=C(c2ccccc2)CC1c1ccc2nccnc2c1 (stereo not drawn)	4	2	2	-1	0.1	-0.7	u	-0.3	15	0
Cc1ccc(S(=O)(=O)N2CCN(CC(=O)Nc3ccccc3C(=O)NC3CC3)CC2)cc1	x	x	3	-2	x	-1.2	2	x	-1	1
